HPDE-C7 viability = HPDE-C7 pancreatic duct cell viability loss – fluorescence, HTS (AID 430); hit rate 1.8% among 63,000; HPDE-C7 pancreatic duct cells viability, fluorescence; higher % means a stronger effect; cytotoxicity, % at 10 µM; hits with a dose series show EC50 in µM;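 also: cells exposed to compound for 48 hours before viability readout; 0% = vehicle and 100% = reference cytotoxic drug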
HT1080 viability = HT1080 cell viability loss – fluorescence readout (AID 620); hit rate 0.42% among 87,000; HT1080 viability, fluorescence; higher % means a stronger effect; cytotoxicity, % at 10 µM; hits with a dose series show EC50 in µM;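 also: cells exposed to compound overnight then 4 h with Alamar Blue; 0% = vehicle DMSO and 100% = killing control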
Alkaline phosphatase = inhibition of tissue-nonspecific alkaline phosphatase – biochemical, luminescent (AID 518). inhibition, % at 20 µM; hits with a dose series show IC50 in µM. hit rate 0.09% among 64,000. purified TNAP enzyme, luminescent substrate readout; higher % means a stronger effect; in the data active = a potency from the dose series; inactive = the rest, 99 in 100 with inhibition below about 22%;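 also: plate controls were vehicle for no effect and reference inhibitor for full effect; many of its hits are not listed in these tables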
Bfl-1 displacement = displacement of Bid BH3 peptide from Bfl-1 – biochemical, fluorescence polarization, FITC-Bid, mouse, primary screen (AID 432); FITC-Bid BH3 peptide fluorescence polarization displacement; higher % means a stronger effect; displacement, % at 20 µM; hits with a dose series show IC50 in µM; hit rate 0.02% among 64,000; in the data active = a potency from the dose series; inactive = the rest, 99 in 100 with displacement below about 15%; also: strong numbers were not always called active
Spn PMK inh = inhibitors of Streptococcus pneumoniae phosphomevalonate kinase. purified PMK, PK/LDH-coupled NADH absorbance 340 nm. inhibition, % at 10 µM. hit rate 0.49% among 65,000. AID 539;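 active = top-ranked compounds by inhibition in the single 10 µM screen, taking a fixed number of the strongest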;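 also: 0% = full reaction with DMSO carrier and 100% = background rate without enzyme reaction; no value below 0 was filed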
LYP inhibition = LYP phosphatase inhibitors, primary screen, biochemical, DiFMUP fluorescence, recombinant catalytic domain, 10 µM (AID 606). one-dose inhibition, % at 10 µM; IC50 in µM for titrated hits. 52,000 tested, under 10 active. recombinant LYP catalytic domain, DiFMUP fluorescence; higher % means a stronger effect;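 active = IC50 under 40 µM in the dose-response test; inactive = IC50 of 40 µM or more, or never dose-tested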
Spn DPM-DC inh = blocks S. pneumoniae diphosphomevalonate decarboxylase | purified DPM-DC, PK/LDH coupled NADH fluorescence | AID 556 | calls only at 10 µM | hit rate 0.49% among 65,000;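 active = the 320 compounds with the highest percent inhibition in the single-dose primary screen, excluding strongly autofluorescent ones, cut at about 32% in these data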;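 also: kinetic rate of NADH fluorescence loss reporting ADP formed by the decarboxylase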
HPDE-C7K KRASV12 = viability loss of HPDE-C7K cells – cell-based, fluorescence, HTS, primary screen (AID 431); HPDE-C7K KRASV12 cells, Alamar Blue viability, 48 h; higher % means a stronger effect; cytotoxicity, % at 10 µM, or EC50 in µM where a hit was titrated; hit rate 1.7% among 63,000;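 active = compounds whose percent cytotoxicity in the single-dose primary screen, scaled between solvent and toxic-drug controls, exceeds 50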;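 also: 0% = DMSO solvent wells and 100% = doxorubicin-treated wells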
Spn MK inh = blocks S. pneumoniae mevalonate kinase; purified MK, PK/LDH-coupled NADH absorbance 340 nm; inhibition, % at 10 µM; hit rate 0.48% among 65,000;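 active = ranked among the strongest by inhibition in the single 10 µM screen, a fixed top-ranked set picked for dose follow-up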; also: no value below 0 was filed
Spn PMK inh pilot replicates = second read-out of Spn PMK inh, no call of its own (marks repeat the call); inhibition, %; measured here: pilot screen replicates
Spn MK inh pilot replicates = further read-out of Spn MK inh, marked with its call; inhibition, %; measured here: pilot screen replicates
Spn DPM-DC inh pilot screen % = further read-out of Spn DPM-DC inh, marked with its call; inhibition, %; measured here: pilot screen trials
* hit, by the source's call; i = inactive; . = no result given. Rule as the data show it, unless noted: active = cytotoxicity above about 50%; inactive = the rest. No enrichment for hits. About 3.5% of those tested had a hit in this group.

The first 15 records, to show the layout:
SMILES	HPDE-C7 viability	HT1080 viability	Alkaline phosphatase	Bfl-1 displacement	Spn PMK inh	LYP inhibition	Spn DPM-DC inh	HPDE-C7K KRASV12	Spn MK inh	others
Cn1ncc2c(NCc3ccccc3)ncnc21	-3%	-2%	5%	-11%	2	-2%	i	-2%	4
CC(=O)Nc1ccc(C(=O)Nc2ccc(S(=O)(=O)N3CCCC3)cc2)cc1	-5%	-6%	5%	-5%	6	9%	i	-12%	13
CCOc1ccc(N2C(=O)C3CCCN3C2=O)cc1 (centres undefined)	4%	10%	6%	-3%	0	10%	i	-5%	4
CN1CCN(c2c3c(c(C#N)c4nc5ccccc5n24)CCCC3)CC1	-19%	2%	5%	3%	6	1%	i	-22%	0
CN(C)CCNc1oc(COc2ccc(-c3ccccc3)cc2)nc1C#N	12%	1%	9%	-16%	7	-7%	i	30%	10
CC1=CCC(COC(=O)Nc2ccccc2)CC1 (centres undefined)	-20%	6%	11%	-8%	0	.	i	-21%	7
COC(=O)CCC(NC(=O)c1cc(-c2ccc3c(c2)OCCO3)oc1C)C(=O)OC (centres undefined)	0%	4%	10%	-4%	0	12%	i	-21%	2	Spn PMK inh pilot replicates=0.0;Spn MK inh pilot replicates=0.0;Spn DPM-DC inh pilot screen %=0.0
CCC(=O)N1c2ccc(S(=O)(=O)CCC(=O)NCc3ccc4c(c3)OCO4)cc2CC1C (centres undefined)	-7%	3%	4%	-12%	8	0%	i	-9%	9
CN(C(=O)c1cc2nc(-c3ccco3)cc(C(F)(F)F)n2n1)C1CCCCC1	22%	0%	6%	2%	4	.	.	16%	6
O=C(O)CCc1ccc(-c2cccs2)n1CCC(=O)O	6%	-7%	3%	20%	5	5%	i	22%	8	Spn PMK inh pilot replicates=2.0;Spn MK inh pilot replicates=0.0;Spn DPM-DC inh pilot screen %=3.0
NC(=O)CN1CCN(c2ccccc2F)CC1	0%	-4%	9%	-1%	0	1%	i	2%	1
Cc1cccc(N2C(=O)SC(N(CC(=O)O)c3cccc(C)c3)C2=O)c1 (centres undefined)	-21%	-2%	4%	-3%	17	-3%	i	-23%	10
CCOc1ccc2nc(C(C)O)[nH]c2c1 (centres undefined)	-6%	3%	2%	-8%	16	5%	i	5%	7
Cc1ccc(C2C(C(=O)c3sc(C)nc3C)=C(O)C(=O)N2CCCN(C)C)o1 (centres undefined)	7%	14%	0%	-3%	10	12%	i	4%	10
Nn1c(COc2ccccc2)nnc1SCc1cc(=O)[nH]c2ccccc12	-11%	0%	-1%	1%	5	3%	i	-24%	8

Results (from the top)
SMILES	HPDE-C7 viability	HT1080 viability	Alkaline phosphatase	Bfl-1 displacement	Spn PMK inh	LYP inhibition	Spn DPM-DC inh	HPDE-C7K KRASV12	Spn MK inh	others
Cn1ncc2c(NCc3ccccc3)ncnc21	-3%	-2%	5%	-11%	2	-2%	i	-2%	4
CC(=O)Nc1ccc(C(=O)Nc2ccc(S(=O)(=O)N3CCCC3)cc2)cc1	-5%	-6%	5%	-5%	6	9%	i	-12%	13
CCOc1ccc(N2C(=O)C3CCCN3C2=O)cc1 (centres undefined)	4%	10%	6%	-3%	0	10%	i	-5%	4
CN1CCN(c2c3c(c(C#N)c4nc5ccccc5n24)CCCC3)CC1	-19%	2%	5%	3%	6	1%	i	-22%	0
CN(C)CCNc1oc(COc2ccc(-c3ccccc3)cc2)nc1C#N	12%	1%	9%	-16%	7	-7%	i	30%	10
CC1=CCC(COC(=O)Nc2ccccc2)CC1 (centres undefined)	-20%	6%	11%	-8%	0	.	i	-21%	7
COC(=O)CCC(NC(=O)c1cc(-c2ccc3c(c2)OCCO3)oc1C)C(=O)OC (centres undefined)	0%	4%	10%	-4%	0	12%	i	-21%	2	Spn PMK inh pilot replicates=0.0;Spn MK inh pilot replicates=0.0;Spn DPM-DC inh pilot screen %=0.0
CCC(=O)N1c2ccc(S(=O)(=O)CCC(=O)NCc3ccc4c(c3)OCO4)cc2CC1C (centres undefined)	-7%	3%	4%	-12%	8	0%	i	-9%	9
CN(C(=O)c1cc2nc(-c3ccco3)cc(C(F)(F)F)n2n1)C1CCCCC1	22%	0%	6%	2%	4	.	.	16%	6
O=C(O)CCc1ccc(-c2cccs2)n1CCC(=O)O	6%	-7%	3%	20%	5	5%	i	22%	8	Spn PMK inh pilot replicates=2.0;Spn MK inh pilot replicates=0.0;Spn DPM-DC inh pilot screen %=3.0
NC(=O)CN1CCN(c2ccccc2F)CC1	0%	-4%	9%	-1%	0	1%	i	2%	1
Cc1cccc(N2C(=O)SC(N(CC(=O)O)c3cccc(C)c3)C2=O)c1 (centres undefined)	-21%	-2%	4%	-3%	17	-3%	i	-23%	10
CCOc1ccc2nc(C(C)O)[nH]c2c1 (centres undefined)	-6%	3%	2%	-8%	16	5%	i	5%	7
Cc1ccc(C2C(C(=O)c3sc(C)nc3C)=C(O)C(=O)N2CCCN(C)C)o1 (centres undefined)	7%	14%	0%	-3%	10	12%	i	4%	10
Nn1c(COc2ccccc2)nnc1SCc1cc(=O)[nH]c2ccccc12	-11%	0%	-1%	1%	5	3%	i	-24%	8
COc1cc(-c2csc(C)n2)ccc1O	-29%	-2%	0%	-3%	5	10%	i	-3%	10
COc1ccc(C)cc1NC(=O)C1CCCN(S(=O)(=O)c2cccc3nonc23)C1 (centres undefined)	-27%	.	6%	1%	23	11%	i	-11%	3
CCCC(c1nnnn1Cc1cccs1)N1CCN(c2nc3ccccc3s2)CC1 (centres undefined)	-4%	0%	0%	-10%	14	12%	i	-4%	0
CCN(CC)S(=O)(=O)c1cc(C(=O)O)ccc1Cl	-2%	.	6%	0%	0	5%	i	-12%	0
Cc1ccc(Cn2nnnc2CN2CCC(O)(c3ccc(F)cc3)CC2)cc1	-8%	1%	12%	-9%	11	-4%	i	-13%	0
CC(=O)Nc1ccc(S(=O)(=O)N2CCC(NC(C)=O)(c3cccc(F)c3)CC2)cc1	8%	-2%	18%	-6%	0	.	i	8%	14	Spn PMK inh pilot replicates=3.0;Spn MK inh pilot replicates=3.0;Spn DPM-DC inh pilot screen %=0.0
CC(Oc1ccc(Cl)cc1)C(=O)Nc1ncccn1 (centres undefined)	10%	1%	-4%	6%	8	10%	i	22%	7
CCn1c(=O)cc(N2CCCCC2)[nH]c1=O	-7%	-5%	6%	-4%	11	0%	i	0%	0
COc1ccc(-n2c(Cc3cccn3C)nnc2SCC(=O)Nc2ccccc2OC)cc1	-7%	-14%	13%	6%	14	-5%	i	-2%	8
O=C(NCc1ccccn1)C1CCN(S(=O)(=O)N2CCCC2)CC1	-17%	12%	1%	3%	0	.	i	-13%	3
Cn1nc(C(=O)OCC(=O)N2CCc3ccccc32)c2ccccc2c1=O	1%	-6%	9%	-7%	14	.	i	8%	2

Two successive compounds already listed, for reference:
SMILES	HPDE-C7 viability	HT1080 viability	Alkaline phosphatase	Bfl-1 displacement	Spn PMK inh	LYP inhibition	Spn DPM-DC inh	HPDE-C7K KRASV12	Spn MK inh	others
CCOc1ccc2nc(C(C)O)[nH]c2c1 (centres undefined)	-6%	3%	2%	-8%	16	5%	i	5%	7
Cc1ccc(C2C(C(=O)c3sc(C)nc3C)=C(O)C(=O)N2CCCN(C)C)o1 (centres undefined)	7%	14%	0%	-3%	10	12%	i	4%	10

Screens as filed in PubChem.
